Screening data deposited in PubChem by several laboratories.
Large T inhibition = TAg ATPase/helicase activity blockers – biochemical (AID 1903); SV40 large T antigen ATPase/helicase inhibition assay; higher % means a stronger effect; inhibition, % at 20 µM, or IC50 in µM where a hit was titrated; hit rate 0.39% among 310,000; in the data active = a potency from the dose series; inconclusive = inhibition mostly from about 32% at the one dose, without a potency; inactive = the rest, 99 in 100 with inhibition below about 32%; also: strong numbers were not always called active
Rac1 GTP hydrolysis = MgcRacGAP GTPase-activating activity inhibitors, confirmation, biochemical, ADP Hunter fluorescence; MgcRacGAP-stimulated Rac1 GTP hydrolysis, ADP Hunter fluorescence; higher % means a stronger effect; GST-tagged Rac1 F28L mutant substrate; hit rate 0.6% among 340,000; inhibition, % at 30 µM; hits with a dose series show IC50 in µM;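 active = first-screen hits whose inhibition reached a set limit at any dose in the follow-up dose series; inconclusive = inhibition above the set first-screen limit but never retested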;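 also: fluorescence reports GDP produced by GAP-driven GTP hydrolysis; strong numbers were not always called active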
Dengue-2 NS5 capping = Dengue-2 NS5 methyltransferase inhibitors, primary screen, biochemical, confirmation dose response (AID 588689). Dengue-2 NS5 methyltransferase capping enzyme assay, biochemical; higher % means a stronger effect. inhibition, % at 25 µM; hits with a dose series show IC50 in µM. hit rate 0.3% among 340,000; in the data active = a potency from the dose series; inconclusive = inhibition above about 29% without an active follow-up result
West Nile antiviral = West Nile virus antiviral activity, cell-based, CPE readout (AID 1621); hit rate 0.02% among 290,000; one-dose CPE inhibition, % at 10 µM; IC50 in µM for titrated hits; West Nile virus-infected cells, CPE inhibition; higher % means a stronger effect; in the data active = a potency from the dose series; inconclusive = CPE inhibition mostly from about 3.7% at the one dose, without a potency; inactive = the rest, 99 in 100 with CPE inhibition below about 2.2%; also: strong numbers were not always called active
Salmonella PhoP GFP = inhibitors of PhoP regulon expression, primary screen, Salmonella Typhimurium, GFP reporter (AID 1863) | S. Typhimurium PhoP-regulated promoter GFP reporter, 4 h; higher % means a stronger effect | one-dose inhibition, % at 50 µM; IC50 in µM for titrated hits | hit rate 0.16% among 300,000;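 active = inhibition over 29.93%, a cutoff 3 SD above the screen mean, later confirmed by dose response; inconclusive = inhibition over 29.93% but no dose response follow-up; inactive = inhibition at most 29.93% or unconfirmed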;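 also: 0% = low Mg2+ inducing control and 100% = high Mg2+ repressing control; strong numbers were not always called active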
NTR1 ag = NTR1-driven beta-arrestin-GFP spot formation – imaging, U2OS cells, high content, primary screen (AID 493036) | agonist mode | activation, % at 20 µM | P30989 | hit rate 0.17% among 330,000;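 active = activation at or above 40% of the spot to cytoplasm intensity ratio, with at least 20 cells analyzed; inconclusive = wells under 20 cells, flagged as cytotoxic or low count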;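 also: 0% = DMSO without peptide and 100% = 100 nM NTR1 peptide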
Target sequence (P30989 whole entry, looked up): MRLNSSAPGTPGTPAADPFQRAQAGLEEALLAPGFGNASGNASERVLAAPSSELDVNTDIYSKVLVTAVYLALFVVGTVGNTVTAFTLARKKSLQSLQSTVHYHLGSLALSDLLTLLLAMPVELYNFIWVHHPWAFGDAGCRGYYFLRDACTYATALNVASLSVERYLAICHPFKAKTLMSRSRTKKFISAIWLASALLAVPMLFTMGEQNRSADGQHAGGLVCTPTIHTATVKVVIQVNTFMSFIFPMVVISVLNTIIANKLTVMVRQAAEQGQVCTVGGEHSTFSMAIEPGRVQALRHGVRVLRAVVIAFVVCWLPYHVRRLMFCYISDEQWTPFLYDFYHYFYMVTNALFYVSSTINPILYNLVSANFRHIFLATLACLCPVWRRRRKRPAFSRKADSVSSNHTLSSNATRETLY
T cell modulator = T cell immune modulators affecting CD8 T cell-vesicle binding. 2C CD8+ T cell-vesicle binding, flow cytometry; stronger effect = lower value. calls only at 7 µM. hit rate 0.068% among 330,000. AID 2052;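 active = response, share of CD8 T cells binding vesicles, and their 90th percentile fluorescence all below set limits, cut at about 80% in these data, passing the limit was not always enough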
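incubation = binding step 1.5 h, 37 °C, antibody labelling 20 min, ice | test system = 2C mouse CD8+ T cells | read-out basis = percent CD8+ FL2 mean versus row control | controls = Peptide-free naked vesicles (low) and QL9 vesicles with 0.7% DMSO vehicle (high) | detection = flow cytometry of vesicle-bound cells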
UTI89 phage lysis = protection from phage-mediated lysis, alamar blue read-out – E. coli UTI89, K1F phage, bacterial capsule biogenesis inhibitors (AID 488966) | E. coli UTI89 K1F phage lysis, alamar blue, 2 h; higher % means a stronger effect | hit rate 0.02% among 340,000 | one-dose inhibition, % at 100 µM; IC50 in µM for titrated hits;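 active = phage lysis inhibition, versus mean bacterial control, above a set limit; inconclusive = no clear call, values can overlap the other calls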;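 also: capsule biogenesis inhibitors block K1F phage lysis so surviving cells raise fluorescence; higher fluorescence means more inhibition of phage lysis; actives were called in the ten point dose series up to 300 µM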
RSV CPE inhibition = inhibition of RSV-induced cytopathic effect – HEp-2 cells, primary 10 µM value included (AID 2391) | hit rate 0.13% among 310,000 | HEp-2 cells, RSV-induced CPE inhibition; higher % means a stronger effect | CPE inhibition, % at 10 µM, or IC50 in µM where a hit was titrated; in the data active = a potency from the dose series; inconclusive = CPE inhibition mostly from about 23% at the one dose, without a potency; inactive = the rest, 99 in 100 with CPE inhibition below about 21%; also: strong numbers were not always called active
T cell modulator vesicle-bound % = also measured in T cell modulator; calls as there; double positive events, %; measured here: CD8+ vesicle-bound cell fraction;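 binding gate set so that unloaded-vesicle control wells show 10% double positive cells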
NTR1 ag cell count 20 µM = second read-out of NTR1 ag, no call of its own (marks repeat the call); cell count; measured here: cell count, cytotoxicity flag
Dengue-2 NS5 capping pilot replicate = also measured in Dengue-2 NS5 capping; calls as there; inhibition, %; measured here: pilot screen replicate inhibition
The depositor's hits bear a star; i = inactive; ? = inconclusive; / = not tested or not shown; & = joins results of further samples; [ ] = dose if it differs, or a comment.

SMILES	Large T inhibition	Rac1 GTP hydrolysis	Dengue-2 NS5 capping	West Nile antiviral	Salmonella PhoP GFP	NTR1 ag	NTR1 ag cell count 20 µM	T cell modulator	T cell modulator vesicle-bound %	UTI89 phage lysis	RSV CPE inhibition	others
O=C(Nc1ccc(N=Nc2ccccc2)cc1)c1ccccc1Cl	4%	-2%	1%	-0.8%	2%	-0.3	46	i	38	-7.0%	2.3%
O=C(CN(C(=O)c1csnn1)c1ccc(Br)cc1)NC1CCCCC1	4%	6%	0%	-0.7%	7%	-0.2	60	i	53	0.6%	0.6%
COc1ccc(CNC(=O)N2CCN(c3ccccc3)CC2)cc1	4%	-1%	-9%	-0.8%	-1%	-0.3	42	i	32	0.9%	0.8%
CC1CCCC(C)N1C(=O)COc1ccc(C(=O)Nc2ccccc2N2CCOCC2)cc1 (centres undefined)	22%	1%	-2%	-0.9%	-2%	0.5	49	i	9	0.0%	1.9%
O=C(COC(=O)c1ccc(NS(=O)(=O)c2ccc(F)c(F)c2)cc1)NCC1CCCO1 (centres undefined)	11%	12%	-1%	1.2%	1%	-0.5	50	i	24	0.2%	1.1%
Cc1c(/C=N/NC(=O)c2cccnc2)cc(C#N)n1C	14%	3%	2%	-0.3%	0%	-0.1	46	i	45	-0.3%	-0.3%
Cc1nc(NC(C)(C)CO)c([N+](=O)[O-])cc1[N+](=O)[O-]	3%	1%	-6%	-0.4%	12%	-0.5	80	i	55	0.2%	1.6%
Cc1ccc(NNC(=O)c2ccno2)c(C)c1	14%	-49%	-5%	-1.3%	-9%	-0.5	59	i	31	5.0%	-0.2%
O=C(O)C1CCN(C(=O)CCN2C(=O)S/C(=C\c3ccccc3)C2=O)CC1	12%	4%	-13%	-0.4%	-7%	1.0	58	i	21	0.4%	1.1%
CCOC(=O)c1cnc(-c2ccccc2)[nH]c1=O	5%	6%	-4%	-0.3%	3%	0.5	53	i	51	i	0.3%
CC(=O)NC(c1cccs1)c1cc(F)c2cccnc2c1O (centres undefined)	/	8%	4%	/	/	-0.3	51	i	43	-0.7%	-1.7%
COc1ccc(C(CC(=O)c2ccccc2)CC(=O)c2ccccc2)cc1OC	0%	5%	4%	-1.1%	8%	-0.4	34	i	50	-0.3%	1.6%
COc1cc(C(=S)N2CCOCC2)ccc1OC(=O)c1ccccc1[N+](=O)[O-]	9%	15%	-1%	-0.3%	-5%	1.8	70	i	61	0.2%	2.0%
CC(C)OC(=O)c1c(NC(=O)Cn2cnc([N+](=O)[O-])n2)sc2c1CCCC2	-7%	3%	5%	-0.2%	16%	4.5	96	i	36	0.7%	1.3%
Cc1cccc2c1cnn2C(=O)Nc1cc(F)ccc1F	13%	2%	3%	1.6%	-2%	-0.1	45	i	18	-0.1%	4.3%
COc1ccc(C(=O)COC(=O)CN2C(=O)C3C4C=CC(C5CC45)C3C2=O)cc1 (centres undefined)	8%	5%	1%	0.5%	-27%	-2.1	59	i	44	7.3%	2.9%
O=C(O)C(C(=O)/C=C/c1ccco1)=C1SCCS1	34%	?	24%	0.0%	10%	1.0	43	i	2	0.2%	1.8%
C/C(CC(=O)NC1CCCCCC1)=N\NC(=O)c1cnccn1	0%	5%	-2%	0.4%	-7%	-2.0	58	i	50	1.9%	0.0%
CCNC(=S)NNC(=O)c1cccn(Cc2ccc(Cl)cc2)c1=O	-3%	10%	-10%	/	6%	-1.7	82	i	41	-0.1%	-0.7%	Dengue-2 NS5 capping pilot replicate=-1.1
COc1ccccc1OCCCn1c(=O)sc2ccccc21	-1%	6%	-10%	0.0%	-11%	1.3	75	i	26	0.7%	17%	Dengue-2 NS5 capping pilot replicate=-0.2
O=C(NNS(=O)(=O)c1ccccc1)c1sccc1-n1cccc1	6%	4%	-2%	-0.4%	-5%	1.6	78	i	24	0.4%	0.8%
COC(=O)c1cc(C#N)c(N(C)Cc2ccccc2)nc1C	18%	0%	-6%	-0.2%	-1%	2.5	53	i	5	-0.1%	3.4%
O=S(=O)(NCC(c1cccnc1)N1CCN(c2ccc(F)cc2)CC1)c1cccs1 (centres undefined)	13%&10%	6%	-1%	-0.2%	18%	1.9	63	i	15	4.0%	2.3%
Cc1ccc(NC(=S)N(Cc2ccco2)C(C)c2cccs2)cc1 (centres undefined)	23%	-1%	-9%	-0.3%	4%	2.0	63	i	30	-0.2%	8.6%
CCn1c(CSc2nc(C)cc(C)n2)nnc1SCC(=O)Nc1ccccc1	8%	6%	-7%	-0.6%	-6%	7.1	97	i	33	0.2%	1.5%
COc1cccc(CNC(=O)CCNS(=O)(=O)c2ccc3c(c2)CC(C)N3C(C)=O)c1 (centres undefined)	12%	11%	1%	0.6%	-8%	-1.0	80	i	11	0.0%	1.3%
Cc1cccc(NC(=O)Cn2c(=O)oc3ccccc32)c1C	10%	8%	2%	-0.8%	6%	1.6	54	i	13	0.2%	-0.6%
COc1cc(/C=N/NC(=O)c2ccncc2)c([N+](=O)[O-])cc1OC	6%	9%	1%	0.0%	8%	1.3	86	i	61	-0.1%	0.8%
COc1ccc(CNC(=O)CCS(=O)(=O)c2ccc3c(c2)oc(=O)n3C)cc1	0%	5%	0%	0.1%	2%	-0.2	62	i	14	-0.2%	3.1%
CC[C@]12c3[nH]c4cc(-c5ccco5)ccc4c3CCN1C(=O)[C@@H](CC(=O)NCC13CC4CC(CC(C4)C1)C3)C[C@@H]2C(=O)N1CCN(C(=O)C2CC2)CC1	/	7%	-1%	/	/	7.7	74	/	/	-0.3%	/	Dengue-2 NS5 capping pilot replicate=3.0
Cc1nc(N)sc1-c1csc(Nc2ccccn2)n1	20%	31%	12%	0.1%	3%	/	/	/	/	-0.4%	/
Cc1cc(C)c2nc(Nc3nc(-c4ccccc4)cc(=O)[nH]3)nc(C)c2c1	9%	11%	4%	-0.8%	-6%	7.6	64	i	2	0.0%	1.4%
CCOc1cc(S(=O)(=O)N2CCCC2)c(C)cc1C	18%	1%	0%	-1.3%	19%	0.5	63	i	54	-1.0%	0.5%
COc1ccc(-c2cc(C(=O)OC3CCOC3=O)c3ccccc3n2)cc1OC (centres undefined)	-4%	8%	-9%	0.2%	-1%	2.0	71	i	37	1.2%	2.5%
O=C(N/N=C/c1coc2ccccc2c1=O)c1cc(Br)ccc1O	31%	8%	-5%	-0.5%	2%	-0.2	61	i	24	-0.2%	4.4%
CCN(CC)C(=O)c1cc(C(C)(C)C)c(O)c(C(C)(C)C)c1	24%	8%	-5%	-1.0%	-10%	1.4	79	i	45	4.2%[50 µM]	1.1%
CCOC(=O)c1c(C)[nH]c(C(=O)OCC(=O)N2CCN(S(=O)(=O)c3ccc(C)cc3C)CC2)c1C	/	13%	1%	/	/	3.4	74	i	45	0.0%	1.4%
C/C(=N\Nc1ccccn1)c1ccc(C#N)cc1	4%	6%	-5%	0.2%	5%	2.0	56	i	51	0.5%	3.9%
Clc1ccccc1/C=N/c1cc(-c2ccccc2)nn1-c1ccccc1	5%	-3%	-2%	-0.2%	2%	-1.9	83	i	15	0.5%	20%
CCOc1ccc(-c2cccc(NS(=O)(=O)c3cc([N+](=O)[O-])ccc3Cl)c2)nn1	20%	6%	4%	/	0%	1.7	55	i	28	-0.7%[50 µM]	2.4%
O=C(O)c1cc2nc(-c3ccc(F)cc3)cc(C(F)(F)F)n2n1	11%	4%	3%	0.8%	-4%	-0.1	68	i	44	0.7%	1.6%
CC(=O)Nc1ccc(N2CCN(C(C)=O)CC2)cc1	28%	9%	-4%	0.0%	-7%	0.8	71	i	12	0.8%[50 µM]	1.9%
Cc1cnc(NC(=O)C2CCCC2)s1	9%	10%	6%	0.1%	0%	0.4	38	i	54	2.7%	0.8%
CC1(c2ccc([N+](=O)[O-])cc2)NC(=O)N(CC(=O)Nc2ccc(N3CCCCC3)cc2)C1=O (centres undefined)	20%	11%	4%	/	3%	2.0	70	i	40	0.1%[50 µM]	2.0%
COc1ccccc1C(CNC(=S)NCc1ccccc1)N1CCCC1 (centres undefined)	11%	3%	-1%	0.0%	5%	4.4	67	i	15	0.0%	-2.2%
COc1cc(C2c3c(n[nH]c3C)C(=O)N2c2ccc(C)cc2)ccc1O (centres undefined)	10%	7%	-3%	-0.4%	-6%	-0.9	73	i	36	0.4%	1.8%	Dengue-2 NS5 capping pilot replicate=-4.9
O=c1ccc2ccc(O[C@@H]3O[C@H](CO[C@@H]4OC[C@](O)(CO)[C@H]4O)[C@@H](O)[C@H](O)[C@H]3O)cc2o1	/	12%	2%	/	/	0.7	41	i	26	1.8%	0.1%
O=c1[nH]nc(SCc2ccccc2)c(=O)[nH]1	13%	5%	-12%	0.1%	-8%	-0.4	52	i	56	0.9%[50 µM]	0.9%
O=C(Nc1ccccc1C(=O)Nc1ccc(F)cc1)c1ccco1	0%	6%	2%	-0.7%	0%	-0.3	52	i	3	2.1%[50 µM]	0.6%
COc1ccc(Cl)cc1NC(=O)CNc1ccccc1N1CCOCC1	18%	5%	1%	-0.3%	-2%	4.1	36	i	16	-0.3%	0.6%
CCOC(=O)Cc1nnc(NC(=O)c2ccccc2OCC)s1	9%	11%	-3%	0.0%	-4%	0.4	42	i	4	0.6%	-0.2%
CC(=O)N(C(C)=O)N1C(=O)c2cccc3c(N4CCOCC4)ccc(c23)C1=O	8%	6%	11%	0.1%	-14%	2.3	43	i	23	0.5%	1.2%
O=C(CC(C(=O)O)c1ccccc1)Nc1ccccc1 (centres undefined)	2%	1%	-3%	0.1%	-8%	2.9	62	i	30	5.0%	2.4%
COc1ccccc1N(C)S(=O)(=O)c1ccc(Cl)c(C(=O)NCc2cccnc2)c1	14%	7%	-5%	/	-2%	0.1	69	i	11	1.6%[50 µM]	1.7%
CN(C)/C=C/C(=O)c1ccc2noc(-c3ccc(F)cc3)c2c1	3%	/	3%	-0.2%	0%	2.6	110	i	56	0.1%	2.1%
